Compound activity as filed in PubChem.
yeast sgs1 mgt1 – NCI yeast anticancer drug screen, S. cerevisiae sgs1 mgt1 strain; growth inhibition, % at 50 µM; 10% of 78,000 active;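 further: 0% = growth of vehicle-only cultures of the same strain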
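Genetically altered yeast, compound exposure, growth inhibition relative to vehicle.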
bub3 – NCI yeast anticancer drug screen, S. cerevisiae bub3 mutant strain | growth inhibition, % at 50 µM | 9.9% of 78,000 active;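 further: 0% = growth of vehicle-only cultures of the same strain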
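Inhibition values come from growth of compound-treated mutant yeast normalised to vehicle-treated controls.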
yeast mlh1 rad18 – NCI yeast anticancer drug screen, S. cerevisiae mlh1 rad18 strain; % growth inhibition at 50 µM; 11% of 79,000 active;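 further: 0% = growth of vehicle-only cultures of the same strain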
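Growth inhibition of the yeast strain was measured after compound exposure and expressed relative to vehicle-treated controls. The strain carries defined defects in DNA damage repair.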
cln2 rad14 – NCI yeast anticancer drug screen, S. cerevisiae cln2 rad14 strain; growth inhibition, % at 50 µM; 8.3% of 78,000 active; AID 165, 2004;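 further: 0% = growth of vehicle-only cultures of the same strain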
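Readout is yeast growth inhibition versus vehicle-treated controls, using a strain with cln2 and rad14 alterations exposed to compound.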
mec2-1 – NCI yeast anticancer drug screen, S. cerevisiae mec2-1 strain; % growth inhibition at 50 µM; 9% of 79,000 active;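 further: 0% = growth of vehicle-only cultures of the same strain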
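Compounds were applied to mec2-1 yeast cells. Their growth was then compared with that of vehicle-treated cultures to give growth inhibition.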
yeast rad50 – NCI yeast anticancer drug screen, S. cerevisiae rad50 strain | AID 155, 2004 | 10% of 79,000 active | growth inhibition, % at 50 µM;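 further: 0% = growth of vehicle-only cultures of the same strain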
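A DNA repair-deficient yeast mutant serves as the test organism; compound-induced growth inhibition is calculated against vehicle-treated cells.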
The depositor's hits bear a star; & = joins results of further samples. No stated cut-off is given here; in the data, active means growth inhibition above about 70%; inactive means the rest.

Values run as follows: mec2-1	yeast mlh1 rad18	yeast sgs1 mgt1	cln2 rad14	bub3	yeast rad50
> COC(=O)/C=C1\CCC(C)O1 (configuration not stated)
    -26.6	16.0	-27.7	8.0	-19.2	-1.4
> CCCCCCCCCCCCCCCCCC(=O)NCc1ccccc1
    0.2	27.1	-42.8	-57.4	0.8	-2.1
> O=C1CN(c2cccc(Cl)c2)C(=O)CN1/N=C/c1ccc(O)c(O)c1
    0.1	-8.9	3.5	-7.0	46.0	-29.1
> CC(=O)/C(=C\n1c(=S)[nH]c2ccccc21)C(=O)Nc1ccccc1
    -30.1	-46.6	-16.7	-11.2	-41.5	-58.4
> CC(C)CCC1(C2CCOCC2)NC(=O)NC1=O (configuration not stated)
    -6.6	0.9	-4.8	-26.6	-7.5	-9.8
> NC(=O)C1CCN(N=Nc2c(-c3ccccc3)n[nH]c2-c2ccccc2)CC1
    99.5*	99.2*	99.5*	99.3*	99.5*	99.4*
> CCCCC(CC)OC(=O)c1ccccc1C (configuration not stated)
    -4.5	-23.8	0.5	-30.9	-1.4	-8.1
> Cc1ccc(NCC(O)C(O)C(O)CO)cc1C (configuration not stated)
    -0.3	2.8	-8.4	-11.2	-8.4	-1.1
> O=P(O)(OCC(Br)CBr)OCC(Br)CBr (configuration not stated)
    -7.0	23.8	11.2	-45.0	1.8	-12.4
> Cc1ccc(S(=O)(=O)/C(C#N)=C\N2CC(=O)NC2=S)cc1
    -21.1	-25.6	-23.2	-10.3	-13.9	-20.1

The results go on:
Values run as follows: mec2-1	yeast mlh1 rad18	yeast sgs1 mgt1	cln2 rad14	bub3	yeast rad50
> Cc1cccc2c1N=C(C(F)(F)F)CC2=O
    35.0	76.8*	45.0	49.6	25.0	43.7
> CN(C)c1ccc(/C=N/NC(=O)c2ccccc2NC(=O)c2ccccc2)cc1
    -20.3	3.4	-11.6	-19.8	14.9	-1.6
> Clc1ccc(Cl)nc1
    -8.2	5.5	-8.2	-13.7	2.8	-8.2
> c1ccc2c3c([nH]c2c1)C1(CCCCC1)c1c([nH]c2ccccc12)C31CCCCC1
    2.2	-10.9	-8.9	9.9	-20.4	-19.6
> CC(NC(=O)OCc1ccccc1)C(=O)NC(Cc1c[nH]c2ccccc12)C(=O)O (configuration not stated)
    -8.8	4.0	1.3	19.6	-3.6	14.8
> CCN(CC)CCOC(=O)c1ccc(NC(=O)Nc2ccc(Br)cc2)cc1
    -5.0	11.2	30.1	0.2	8.1	4.6
> CCCCCCCCCC/C=C\C(=O)O
    79.8*	73.8*	88.5*	46.5	85.8*	78.0*
> O=Cc1cccc2ccc3ccccc3c12
    99.5*	98.8*	98.2*	98.7*	98.7*	99.3*
> CO[C@H]1C=CO[C@@]2(C)Oc3c(C)c(O)c4c(O)c(c(CN5CCN(C)CC5)c(O)c4c3C2=O)NC(=O)/C(C)=C\C=C[C@H](C)[C@H](O)C(C)[C@@H](O)C(C)[C@H](OC(C)=O)[C@@H]1C (some centres not stated)
    -4.8	-34.4	-21.1	54.0	-36.2	-14.5
> CC(=O)OC[N+]1(C)CCCCC1
    20.3	21.4	26.1	0.9	22.1	19.5

(continued)
Values run as follows: mec2-1	yeast mlh1 rad18	yeast sgs1 mgt1	cln2 rad14	bub3	yeast rad50
> COc1ccc(NC(=O)CC(=O)N2N=C(N(CCC#N)c3ccc(Cl)cc3)CC2c2ccccc2)cc1 (configuration not stated)
    -17.0	-6.0	-1.6	7.5	2.0	16.5
> OB1c2ccccc2CCc2ccccc21
    99.5*	99.0*	99.5*	96.6*	99.2*	99.3*
> CNC(=S)ON1CCCCC1
    19.9	-38.5	-23.3	-8.0	-6.0	6.7
> Cc1ccc(/C=C/C(=N/NC(=O)c2ccccc2)C(C)CN(C)C)cc1 (configuration not stated)
    5.7	12.9	6.5	-11.2	0.2	6.6
> COc1cc(C2c3cc4c(cc3OC(Nc3ccccc3)C2C)OCO4)cc(OC)c1OC (configuration not stated)
    5.6	20.8	3.0	-10.6	-6.5	-12.7
> CC1(C)C=[N+]([O-])C(C)(C)N1
    -24.5	-59.0	-29.6	1.3	-10.6	-9.9
> O=C1N(Cc2ccccc2)CC2CCc3c(ccc4ccccc34)N12 (configuration not stated)
    -12.9	4.8	-1.3	-3.9	4.8	11.0
> O=C(NC(Cc1ccccc1)C(=O)O)c1ccncc1 (configuration not stated)
    28.9	46.1	63.2	57.2	44.1	61.6
> C[N+]1(C)N=C([O-])N(c2ccccc2F)C1=O
    -7.3	-0.7	2.7	-17.1	-2.1	7.2
> CCc1c(-c2ccccc2)[nH]c(=S)c(C#N)c1C
    -1.5	-3.9	26.6	2.7	-1.1	-8.7

Random excerpt: 4 entries already listed, in no set order.
Values run as follows: mec2-1	yeast mlh1 rad18	yeast sgs1 mgt1	cln2 rad14	bub3	yeast rad50
> COc1ccc(NC(=O)CC(=O)N2N=C(N(CCC#N)c3ccc(Cl)cc3)CC2c2ccccc2)cc1 (configuration not stated)
    -17.0	-6.0	-1.6	7.5	2.0	16.5
> C[N+]1(C)N=C([O-])N(c2ccccc2F)C1=O
    -7.3	-0.7	2.7	-17.1	-2.1	7.2
> CCN(CC)CCOC(=O)c1ccc(NC(=O)Nc2ccc(Br)cc2)cc1
    -5.0	11.2	30.1	0.2	8.1	4.6
> CC(=O)/C(=C\n1c(=S)[nH]c2ccccc21)C(=O)Nc1ccccc1
    -30.1	-46.6	-16.7	-11.2	-41.5	-58.4

Additional records.
Values run as follows: mec2-1	yeast mlh1 rad18	yeast sgs1 mgt1	cln2 rad14	bub3	yeast rad50
> C(=N\NC1=NCCN1)/c1ccc(-c2cn3cc(/C=N/NC4=NCCN4)ccc3n2)cc1
    97.8*	99.4*	99.3*	98.1*	99.3*	99.1*
> C=CCOc1c(CCC)cc(C(=O)NC)cc1CCC
    9.1	25.7	41.6	-33.7	43.5	-2.4
> CC(C)C1SCC(=O)N1c1nncs1 (configuration not stated)
    22.4	5.0	9.2	-27.8	-0.9	-2.5
> CCOC(=O)CC(C(=O)OCC)c1ccccc1 (configuration not stated)
    10.2	-19.4	-5.4	-6.3	9.8	-3.4
> CN(C=O)S(C)(=O)=O
    -14.2	-11.3	-20.4	-5.3	5.7	-12.7
> COc1ccc(-n2cnc3c(cnn3C3OC(CO)C(O)C3O)c2=O)cc1 (configuration not stated)
    3.0	3.3	8.4	23.3	-4.2	8.7
> c1cc2c3c(c1)c1cc4c(cc1c[n+]3CC2)OCO4
    92.5*	90.9*	92.1*	90.8*	90.8*	89.9*
> COc1ccc(-c2cc(=O)c3ccc(O)cc3o2)c(OC)c1OC
    -10.4	-1.8	-8.3	6.7	-2.6	-4.7
> O=C(NCCc1ccccc1Br)c1ccccc1
    -26.6	-6.3	-6.0	18.8	28.7	8.2
> c1scc2c1COCCOCCOCCOCc1cscc1COCCOCCOCCOC2
    -26.1	-46.5	-38.4	26.6	-30.4	-20.2

Next part
Values run as follows: mec2-1	yeast mlh1 rad18	yeast sgs1 mgt1	cln2 rad14	bub3	yeast rad50
> Cc1c(N)c2ccccc2c(=O)n1C
    -6.8	-1.9	-2.0	62.2	0.1	9.8
> S=c1[nH]c2c(-c3ccccc3)cccc2s1
    76.9*	87.5*	86.2*	60.5	53.8	62.1
> O=C(O)Cc1ccc2c3c(cccc13)CC2
    91.8*	92.8*	91.2*	90.2*	92.2*	88.1*
> c1ccc(CC(c2cccc3ccccc23)N2CCOCC2)cc1 (configuration not stated)
    23.9	23.2	39.7	-7.5	30.0	22.2
> CCOC(=O)C1CC2OC2CC1C(=O)OCC (configuration not stated)
    -36.9	-33.2	-15.2	12.4	-1.9	0.6
> C[C@@H]1[C@H](c2ccccc2)OC(=O)N1C(=O)CNC(=O)OCc1ccccc1
    -7.4	-15.8	-8.3	-17.3	-5.4	-6.9
> CCCCCCCCCCCCCCCCCCCCCCBr
    4.8	14.3	16.8	21.4	-2.8	5.0
> C(=C1\CCC/C(=C/c2ccccc2)C1=NNc1ccccc1)/c1ccccc1
    2.4	24.1	6.5	18.1	11.0	19.7
> Nc1c(N2CCCCC2)c(=O)nc2[nH]/c(=C\c3ccco3)c(=O)n12
    -26.1	-7.6	10.9	-21.4	8.8	5.5
> c1cc2c(cc1CC1CO1)OCO2 (configuration not stated)
    -11.7	15.0	0.8	-18.4	-22.5	-12.2

Reformatted with each value named: part of the list above.
SMILES: Cc1c(N)c2ccccc2c(=O)n1C
  mec2-1: -6.8 | yeast mlh1 rad18: -1.9 | yeast sgs1 mgt1: -2.0 | cln2 rad14: 62.2 | bub3: 0.1 | yeast rad50: 9.8
SMILES: S=c1[nH]c2c(-c3ccccc3)cccc2s1
  mec2-1: 76.9* | yeast mlh1 rad18: 87.5* | yeast sgs1 mgt1: 86.2* | cln2 rad14: 60.5 | bub3: 53.8 | yeast rad50: 62.1

Next part.
Values run as follows: mec2-1	yeast mlh1 rad18	yeast sgs1 mgt1	cln2 rad14	bub3	yeast rad50
> O=CNCO
    14.2	19.1	22.6	18.9	8.5	19.6
> O=C(O)Cc1c(-c2ccccc2)nc(=S)[nH]c1-c1[nH]c(=S)nc(-c2ccccc2)c1CC(=O)O
    10.1	2.2	-17.0	-12.3	2.1	-15.6
> CC(=O)NC(Cc1ccc(Cl)cc1)C(=O)NC(Cc1ccc(Cl)cc1)C(=O)NC(Cc1cccnc1)C(=O)NC(CO)C(=O)NC(Cc1ccc(O)cc1)C(=O)NC(CCCN=C(N)N)C(=O)NC(CC(C)C)C(=O)NC(CCCN=C(N)N)C(=O)N1CCCC1C(=O)NC(C)C(=O)O (configuration not stated)
    17.9	53.4	5.2	9.9	16.7	18.1
> COc1ccc(/C=C(/NC(=O)c2ccccc2)C(=O)O)c(OC)c1C
    0.5	-7.7	1.3	-66.0	-17.2	2.4
> CCCC(C)C1(CC)NC(C)(C)CC(C)O1 (configuration not stated)
    0.8	1.2	-5.8	-29.4	4.9	2.8
> Oc1ccc(Cl)cc1C(c1cc(Cl)ccc1O)C(Cl)(Cl)Cl
    99.6*	99.2*	99.4*	99.1*	99.5*	99.5*
> CC/C(C)=N\NC(N)=O
    6.7	6.9	-29.7	-16.1	0.1	6.8
> Cc1cc(=O)n(-c2ccc(F)cc2)n1C
    -5.7	-23.6	31.7	22.9	25.4	30.9
> Cc1c(-c2ccccc2)noc1-n1nnc2ccccc2c1=O
    29.6	9.1	11.4	-42.8	48.4	-7.5
> CC(C)NC(=O)CS(=O)(=O)c1ccc(N)cc1
    -11.8	7.7	2.1	-0.3	30.0	-2.3

Additional records
Values run as follows: mec2-1	yeast mlh1 rad18	yeast sgs1 mgt1	cln2 rad14	bub3	yeast rad50
> OC1CC2CCCCC2CC1Cl (configuration not stated)
    1.4	5.5	0.7	-16.6	-19.1	6.2
> O=C(Nc1ccccc1)Oc1ccc(Cl)cc1Cc1ccccc1
    99.8*	99.8*	99.8*	99.8*	99.8*	99.7*
> COc1cc(CNC2=NCCC2)cc(OC)c1OC
    -51.0	-17.4	-15.7	-4.5	-24.6	-33.6
> C=CCCCN(c1ccc(C(=O)OCC)cc1)S(=O)(=O)c1ccc(C)cc1
    -11.4	4.2	12.1	12.7	-6.1	28.3
> Cc1ccc(S(=O)(=O)N2C(=O)CCC2C(=O)O)cc1 (configuration not stated)
    -5.7	2.7	10.6	-17.1	2.2	-0.9
> COC(=O)c1ccc(Cl)cc1
    -3.2	2.5	-8.8	14.3	14.5	19.4
> N#CC(C#N)=CNCC1CC1
    -40.3	-20.6	-7.5	-1.2	1.6	-30.8
> N#CC(C#N)=CN1CCCC1
    9.4	-1.7	-6.5	-12.3	-6.0	-19.6
> O=[N+]([O-])c1cc([N+](=O)[O-])c2ccc(S(=O)(=O)O)cc2c1O
    10.8&5.8	27.6&1.4	17.1&0.1	-20.4&-61.3	10.8&-9.4	42.9&-1.1
> O=c1cc(/C=C/c2ccccc2)cccc1O
    98.2*	97.9*	98.5*	96.9*	97.5*	97.8*

Continuation.
Values run as follows: mec2-1	yeast mlh1 rad18	yeast sgs1 mgt1	cln2 rad14	bub3	yeast rad50
> SC(S)(Cc1ccccc1)Cc1ccccc1
    2.2	1.0	16.4	-9.7	35.1	-6.4
> COC1/C=C\OC2(C)Oc3c(C)c(O)c4c(O)c(c5sc(N)nc5c4c3C2=O)NC(=O)/C(C)=C\C=C\C(C)C(O)C(C)C(O)C(C)C(OC(C)=O)C1C (configuration not stated)
    16.6	10.8	4.8	14.8	22.1	-2.2
> Nc1ccc(S(=O)(=O)c2ccc(Br)cc2)cc1
    -49.5	4.5	-10.4	0.0	-17.4	-2.5
> CC1=Nc2ccccc2C1(C)C
    8.8	9.3	15.0	21.2	4.5	8.2
> O=[N+]([O-])c1cc(P(=O)(O)O)c(Cl)cc1Cl
    -15.7	-12.7	-1.1	14.6	0.5	-6.9
